GLP-1R agonist: GLP-1 receptor (human) agonism. P43220. AID 624172. hit rate 0.007% among 380,000. Potency, µM (top dose mostly 45.6 µM), for the others: at the highest dose activation, hits mostly activators. HEK293 GLP-1R CRE-luciferase, luminescence, 4-6 h; cells express a hypersensitive GLP-1R form; also: potency is read from the fitted curve at half-maximal effect; % of control where 0% means no effect
WRN helicase inh: WRN helicase (human) inhibition | Q14191 | Potency, µM (doses to about 114 µM), for the others: top-dose activity change, negative = inhibition, most hits filed as inhibitors | WRN helicase unwinding, fluorescent forked duplex, kinetic | hit rate 0.46% among 360,000; also: potency is read from the fitted curve at half-maximal effect; % is scaled to controls: 0 for no effect and ±100 for the full control effect; nearly all actives have a fitted effect of over 55% in size
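Kinetic fluorescence helicase assay: unwinding of a quenched forked DNA duplex (100 nM final) with 2 mM ATP final raises red fluorescence (525/598 nm). Compounds sat 15 min at room temperature with 20 nM WRN beforehand.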
PI5P4Ka inh: PI5P4K alpha (human) kinase inhibition. hit rate 1.2% among 330,000. P48426. max response, %. PI5P4Kalpha enzyme, ADP-Glo luminescence, 60 min; stronger effect = lower value; active = max response of -50% or lower; inconclusive = between -30% and -50%; inactive = -30% or higher; also: value at the top dose of about 77 µM; % is scaled to controls: 0 for no effect and ±100 for the full control effect
Target sequence (P48426 whole entry, looked up): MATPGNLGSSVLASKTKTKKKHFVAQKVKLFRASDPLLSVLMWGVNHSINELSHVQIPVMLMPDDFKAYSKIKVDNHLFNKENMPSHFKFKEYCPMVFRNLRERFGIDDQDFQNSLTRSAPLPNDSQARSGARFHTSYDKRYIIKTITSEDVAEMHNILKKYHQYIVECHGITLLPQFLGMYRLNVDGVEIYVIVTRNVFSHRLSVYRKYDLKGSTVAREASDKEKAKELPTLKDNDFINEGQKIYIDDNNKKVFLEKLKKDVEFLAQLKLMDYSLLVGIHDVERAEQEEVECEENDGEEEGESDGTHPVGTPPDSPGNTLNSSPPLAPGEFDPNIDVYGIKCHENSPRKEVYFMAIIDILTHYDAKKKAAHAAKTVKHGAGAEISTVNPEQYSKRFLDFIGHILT
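Quantitative HTS of the MLSMR library against PI5P4Kalpha with substrate. ATP added last at 5 microM final; room temperature, 60 minutes. Remaining ATP depleted, ADP converted and read as luminescence.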
GLP-1R inv ag: acts as inverse agonist at human GLP-1 receptor; P43220; HEK293 GLP-1R CRE-luciferase, luminescence, 24 h; GLP-1R form is constitutively active; Potency, µM (doses to about 38.3 µM), without a hit: at the top dose activity change, negative = inhibition, hits mostly inhibitors; hit rate 1.6% among 410,000; AID 624417; also: potency is read from the fitted curve at half-maximal effect; % is scaled to controls: 0 for no effect and ±100 for the full control effect; nearly all actives have a fitted effect of over 55% in size
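Constitutively active GLP-1R drives a cAMP-responsive luciferase in stably transfected HEK293 cells; test compounds are added after overnight (12 h) attachment and left 24 hr, and signal loss in luminescence marks inhibition.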
D3 ag: activates the human D3 dopamine receptor. P35462. hit rate 0.58% among 410,000. max activation, %. D3R DiscoveRx beta-arrestin cells, luminescence, 90 min. AID 652048; in the data active = max activation above about 30%; also: 0% is about no effect; mostly tested at two doses, the higher about 12 µM
Target sequence (P35462 whole entry, looked up): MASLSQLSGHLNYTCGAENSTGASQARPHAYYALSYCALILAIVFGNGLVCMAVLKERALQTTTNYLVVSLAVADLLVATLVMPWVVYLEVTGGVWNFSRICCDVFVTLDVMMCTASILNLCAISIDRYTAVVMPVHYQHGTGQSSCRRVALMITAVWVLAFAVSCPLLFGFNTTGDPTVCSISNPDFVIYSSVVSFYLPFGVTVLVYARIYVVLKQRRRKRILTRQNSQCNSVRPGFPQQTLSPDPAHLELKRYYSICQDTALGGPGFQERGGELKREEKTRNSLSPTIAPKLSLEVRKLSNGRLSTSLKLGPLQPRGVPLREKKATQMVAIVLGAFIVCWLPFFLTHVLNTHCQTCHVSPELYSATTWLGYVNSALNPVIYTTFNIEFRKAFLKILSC
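Agonist mode: compounds and dopamine controls were applied to plated cells for 90 min at 37 degrees C after an overnight attachment at 1500 cells/well. Luminescent read-out followed 30 - 60 minutes at room temperature with DiscoveRx detection reagent.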
IL2 activator: IL-2 activation | IL-2 activation reporter assay, cell-based qHTS; stimulated with anti-CD3/CD4/CD28 beads; in transgenic mouse T cells | activation, % (series mostly up to about 46 µM) | hit rate 0.065% among 360,000 | AID 652025; in the data active = activation above about 50%; inconclusive = mostly about 30% to 49%; also: 0% is about no effect
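Using fluorescent plate cytometry, EGFP and DsRed are detected in transgenic mouse T cells stimulated 18 h at 37 degrees C with antibody-coated beads after 60 min compound pretreatment.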
GLP1R cytotox: cytotoxic in the GLP-1 receptor inverse agonist counter-screen | HEK293 cAMP-luciferase reporter cells, luminescence, 24 h | Potency, µM (series often up to 38.3 µM), for the others: top-dose activity change, negative = inhibition, actives largely listed as inhibitors | hit rate 0.13% among 410,000 | AID 624418;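 also: loss of luciferase light is scored as toxicity; potency is read from the fitted curve at half-maximal effect; % is scaled to controls: 0 for no effect and ±100 for the full control effect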
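Here, cytotoxicity is scored as loss of luminescence. The MLSMR collection was tested on cells seeded in medium containing 10% Nu serum, with a 24 hr compound exposure preceded by 12 hours of culture.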
PLK1 PBD inh: PLK1 (human) polo-box domain binding inhibition. P53350. Plk1 PBD binding of FITC phosphopeptide, fluorescence polarization. Potency, µM, inactives show max response, negative = inhibition, usual class: inhibitors. hit rate 2.8% among 360,000. AID 720504; also: potency is read from the fitted curve at half-maximal effect; series mostly up to about 57 µM; % is scaled to controls: 0 for no effect and ±100 for the full control effect; nearly all actives have a fitted effect of over 65% in size
D3 antag: D3 dopamine receptor (human) antagonism | P35462 | D3R cells, DiscoveRx beta-arrestin luminescence, antagonist mode; stronger effect = lower value | max response, negative = inhibition, % | hit rate 2.5% among 360,000 | AID 652054; in the data active = max response below about -50%; inconclusive = no clear call, values can overlap the other calls; also: % is scaled to controls: 0 for no effect and ±100 for the full control effect; mostly tested at two doses, the higher about 12 µM
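Cells plated overnight at 1500 cells/well, then exposed to library compounds with dopamine controls for 90 minutes at 37 degrees C. DiscoveRx reagent added for 30–60 minutes at room temperature; luminescence read, quantitative HTS format.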
Active calls of the source: *; u = inconclusive; x = no result given; [ ] = another dose, or the depositor's remark. Unless noted, calls follow the shape of the dose curve; as a rule, active = well fitted curve in the direction sought with a large enough effect; inconclusive = small, poorly fitted or top-dose-only effect, or another doubt; inactive = no such curve, though single readings can be large; an effect the other way counts as inactive or inconclusive. This is a random part of the collection. Share with any hit: about 7.8%.

The first two entries, to show the layout:
molecule,GLP-1R agonist,WRN helicase inh,PI5P4Ka inh,GLP-1R inv ag,D3 ag,IL2 activator,GLP1R cytotox,PLK1 PBD inh,D3 antag
C/C=C/c1ccc(OCCCNC2CCCC2)c(OC)c1,12.5%,-6.7%,-0.8,u,0.2,0.5,u,-1.8%,-60.7*
COc1cc2c(=O)c(S(=O)(=O)c3ccc(F)cc3)cn(Cc3ccccc3C)c2cc1OC,4.6%,x,x,3.3%,-1.1,x,-1.3%,x,x

The whole of this part, from the start:
molecule,GLP-1R agonist,WRN helicase inh,PI5P4Ka inh,GLP-1R inv ag,D3 ag,IL2 activator,GLP1R cytotox,PLK1 PBD inh,D3 antag
C/C=C/c1ccc(OCCCNC2CCCC2)c(OC)c1,12.5%,-6.7%,-0.8,u,0.2,0.5,u,-1.8%,-60.7*
COc1cc2c(=O)c(S(=O)(=O)c3ccc(F)cc3)cn(Cc3ccccc3C)c2cc1OC,4.6%,x,x,3.3%,-1.1,x,-1.3%,x,x
CCOc1cc(/C=N/NC(N)=S)cc(Br)c1OCc1ccccc1C,-9.6%,-15.0%,-0.6,u,1.4,3.2,u,-8.1%,-15.5
CCCC(c1nnnn1Cc1cccs1)N1CCN(C2CCCC2)CC1 (stereo not drawn),3.0%,11.3%,-5.7,-14.8%,-1.3,-2.7,-17.9%,26.7µM*,-20.0
O=[N+]([O-])c1ccc(-c2c(O)c3ccccc3c3nc4ccccc4nc23)cc1,-2.3%,5.6%,-9.5,-2.9%,2.2,-2.9,-17.8%,-25.8%,18.8
c1coc(-c2nnc3sc(C4CCCCC4)nn23)c1,5.0%,-2.5%,-20.7,67.3%[activator],1.3,0.3,-16.6%,10.6µM*,21.9
CCC12CN(C(=O)c3ccc([N+](=O)[O-])cc3)CC(CC)(CN(C(=O)c3ccc([N+](=O)[O-])cc3)C1)C2=O,2.4%,-1.1%,0.3,2.2%,-10.4,1.2,-11.6%,1.0%,19.6
C=CCNC(=S)N1CCN(CCN=CC2=C(O)CC(c3ccc(Cl)cc3)CC2=O)CC1 (stereo not drawn),1.5%,-7.7%,-14.3,-16.3%,5.1,0.3,-22.2%,1.9%,2.0
CCOC(=O)C(N)CSC1CC(=O)N(c2ccc(OCC)cc2)C1=O (stereo not drawn),-4.4%,1.4%,-5.9,29.1%,1.0,-2.2,-28.2%,-3.4%,18.0
Cc1occc(=O)c1OC(=O)Nc1ccccc1,0.2%,0.2%,6.5,1.9%,0.9,0.9,-26.3%,-22.9%,2.1
CN(C)C1=NCCN1CC1CCCCC1,-4.4%,7.6%,5.4,11.2%,5.6,-0.4,8.8%,-1.6%,8.9
CCCCN(CC)CCCNC(=O)c1ccc2c(c1)N(CC)C(=O)c1ccccc1S2(=O)=O,-6.8%,-3.0%,-0.8,u,-13.5,-4.2,-3.5%,-1.3%,-22.5
CCOc1ccc(C(c2c(C)[nH][nH]c2=O)c2c(C)[nH][nH]c2=O)cc1OC,-10.6%,-26.2%,-6.1,4.2%,-2.1,0.0,-10.4%,u,5.7
Nc1ccccc1-c1ccn[nH]1,4.1%,7.7%,-2.5,u,3.1,0.5,-0.8%,2.0%,7.3
O=C(COC(=O)c1ccc(Cl)nc1)NCc1cccs1,-1.8%,-2.3%,-4.0,8.7%,1.9,1.4,-0.6%,4.3%,4.6
Cc1cccc(OCC(=O)NCc2n[nH]c(=O)c3ccccc23)c1,-7.2%,-30.3%,-1.8,20.4%,-9.8,1.7,-2.4%,-15.3%,u
CCC(=O)Nc1c(-c2cccs2)c(=O)c2ccccc2n1C,-8.4%,-3.2%,-10.4,-17.0%,-0.1,-2.0,-4.3%,-4.1%,-12.3
COc1ccc(C(=O)OCC(=O)N2CCCCC2)cc1[N+](=O)[O-],7.2%,0.2%,-1.9,18.4%,19.4,1.7,-17.2%,2.0%,7.9
O=C(CSC1=NS(=O)(=O)c2ccccc2N1)N1CCCCC1,-5.3%,-4.0%,-2.4,10.4%,16.9,-0.1,4.8%,-6.3%,-2.6
COc1ccc(-c2nc3ccccc3c(=O)n2NC(=O)Cc2ccccc2)cc1,2.4%,5.6%,0.3,-5.6%,5.0,-2.7,11.2%,-6.6%,9.3
CCOc1ccccc1NC(=O)C(NCC1CCCCC1)c1ccccc1 (stereo not drawn),3.8%,-6.6%,14.0,u,2.6,-3.5,-7.3%,-0.4%,-4.7
O=C(O)/C=C/c1nc(-c2ccccc2)n2ccccc12,-1.7%,u,-25.0,24.8%,-9.1,-3.5,180.2%[activator],-11.0%,-4.1
Cc1[nH]c2ccccc2c1C(=O)CN1C(=O)C(=O)N(C2CCCC2)C1=O,1.6%,-3.5%,-2.0,-38.6%,2.5,-3.2,-9.9%,0.2%,0.1
O=C1C=C(O)CC2(CCCCC2)C1,13.2%,2.0%,-0.1,3.2%,15.5,0.0,-6.0%,0.9%,0.0
Cc1ccc(OCC(=O)Nc2ccccc2[N+](=O)[O-])c(Br)c1,-2.2%,-23.8%,-9.9,18.0%,3.8,-0.1,6.2%,-14.8%,-0.7
COc1ccc2nc(NC(=O)c3ccccc3C(=O)O)sc2c1,-1.4%,3.9%,-5.5,15.5%,1.7,-2.8,5.0%,-7.3%,0.5
CC(=O)c1ccc(-n2c(CCC(=O)O)ccc2-c2ccccc2)cc1,-1.0%,-3.4%,-8.8,5.3%,0.8,-0.4,10.3%,0.5%,13.6
CCOC(=O)Cn1nc(C)c([N+](=O)[O-])c1C,4.4%,1.2%,-2.2,17.6%,3.3,1.2,-1.7%,-10.3%,-2.8
CCOC(=O)C1=C(C)OC(N)=C(C#N)C1c1cc2c(cc1[N+](=O)[O-])OCO2 (stereo not drawn),10.6%,-23.6%[57.1 µM],-15.9,3.5%,0.4,-1.6,11.7%,-18.6%,-6.2
CCOCCCNC(=S)N1CCCN(c2nc3cc(C)cc(C)c3cc2C#N)CC1,10.2%,4.1%,22.5,u,1.4,-0.6,4.7%,-22.2%,9.1

One compound at a time (already shown). Order of values: GLP-1R agonist | WRN helicase inh | PI5P4Ka inh | GLP-1R inv ag | D3 ag | IL2 activator | GLP1R cytotox | PLK1 PBD inh | D3 antag
Shown for CN(C)C1=NCCN1CC1CCCCC1 = -4.4% | 7.6% | 5.4 | 11.2% | 5.6 | -0.4 | 8.8% | -1.6% | 8.9
Shown for COc1ccc2nc(NC(=O)c3ccccc3C(=O)O)sc2c1 = -1.4% | 3.9% | -5.5 | 15.5% | 1.7 | -2.8 | 5.0% | -7.3% | 0.5
Shown for CCC(=O)Nc1c(-c2cccs2)c(=O)c2ccccc2n1C = -8.4% | -3.2% | -10.4 | -17.0% | -0.1 | -2.0 | -4.3% | -4.1% | -12.3
Shown for c1coc(-c2nnc3sc(C4CCCCC4)nn23)c1 = 5.0% | -2.5% | -20.7 | 67.3%[activator] | 1.3 | 0.3 | -16.6% | 10.6µM* | 21.9
Shown for C/C=C/c1ccc(OCCCNC2CCCC2)c(OC)c1 = 12.5% | -6.7% | -0.8 | u | 0.2 | 0.5 | u | -1.8% | -60.7*

Continued:
molecule,GLP-1R agonist,WRN helicase inh,PI5P4Ka inh,GLP-1R inv ag,D3 ag,IL2 activator,GLP1R cytotox,PLK1 PBD inh,D3 antag
COCC(=O)N1CCC(c2nc3ccccc3[nH]2)CC1,-7.1%,17.6%,2.4,7.7%,-4.4,0.5,5.7%,-3.4%,-6.5
O=C(c1cccc(-c2cncc3nccn23)c1)N1CCOCC1,9.8%,-6.7%,-4.4,27.4%,-10.3,0.8,6.4%,-8.9%,0.0
COc1ccc(C)cc1S(=O)(=O)N1CCCC(N2CCOCC2)C1 (stereo not drawn),-0.9%,11.8%,-7.8,18.8%,-11.1,0.5,2.1%,2.0%,-3.6
COc1ccc(CNCC(=O)Nc2sccc2C#N)cc1,4.9%,-10.5%[57.1 µM],4.0,-5.2%,-6.6,0.5,-1.7%,-12.2%,-13.8
Cc1oc2cc([N+](=O)[O-])c(O)c([N+](=O)[O-])c2c1C(=O)c1ccc(Cl)cc1,-8.5%,-8.9%,u,u,-9.5,-0.2,-80.2%,u,-1.4
CCCC(=O)NC(Nc1cc(C(F)(F)F)ccc1Cl)C(Cl)(Cl)Cl (stereo not drawn),-6.8%,0.3%,-0.6,u,-4.3,-3.6,-22.4%,-0.5%,2.8
O=C(O)CC1(c2ccccc2)C(=O)c2ccccc2C1=O,-15.3%,-2.6%,-0.8,2.1%,7.0,5.3,-0.5%,0.5%,-11.3
CCOC(=O)c1oc2cccc(OC(C)=O)c2c1C,1.7%,-1.3%[57.1 µM],1.6,62.7%[activator],0.2,-2.1,9.4%,-9.8%,-0.6
CCCc1cc(=O)oc2c3c(cc(OCC(=O)NCc4ccncc4)c12)OC(C)(C)CC3,17.6%,-15.0%,-13.1,7.0%,-6.9,-2.8,-15.2%,-7.5%,15.6
CNC(=S)N(Cc1cc2cc(OC)c(OC)cc2[nH]c1=O)C1CCCC1,19.8%,4.7%,1.6,14.9%,-0.7,-1.5,-7.7%,-4.3%,13.6
O=C(COC(=O)Cc1ccsc1)Nc1cccc(Cl)c1,1.7%,-6.3%,7.5,8.1%,1.7,0.1,-0.2%,3.1%,10.0
CC(C)C(=O)Nc1c2c(nn1-c1ccc([N+](=O)[O-])cc1)CS(=O)(=O)C2,9.1%,4.5%,1.3,7.5%,-6.5,-0.5,7.6%,-6.9%,-10.0
COc1ccc(CNc2ncc(-c3cccc([N+](=O)[O-])c3)n2C)c(OC)c1OC,-2.7%,3.8%,4.3,7.3%,-7.4,1.5,-0.6%,2.0%,3.3
Cc1cccc(COC[C@H](Cc2ccccc2)N2CCN(C(=O)c3ccc(C(F)(F)F)cc3)CCC2=O)c1,5.2%,-6.9%,15.8,u,-1.8,-1.0,-29.2%,-5.7%,-5.1
O=C1/C(=C/c2cccnc2)SC(=S)N1NS(=O)(=O)c1ccccc1,-1.5%,-25.1%,u,15.3%,3.9,-2.3,-0.7%,-10.4%,1.2

Screens deposited in PubChem by National Center for Advancing Translational Sciences (NCATS).
